CHX counter: counter-screen hit for Shiga toxin inhibitors, cycloheximide | cell reporter, cycloheximide protein synthesis inhibition counterscreen | max response, % | 300,000 tested, 12% active; in the data active = max response mostly above about 13%, no sharp cut-off; inactive = mostly below about 14%; note: read at 38.3 µM for the half of the compounds with a filed dose; 0% is about no effect
TbPYK inhibitor: blocks Trypanosoma brucei pyruvate kinase; Q57TT1; TbPYK enzyme, Kinase-Glo Plus ATP luminescence, 45 min; Potency, µM (top dose mostly 76.8 µM), for inactives: top-dose activity, negative = inhibition, hits mostly inhibitors; 410,000 tested, 0.12% active; AID 624173; note: potency is the fitted concentration of half-maximal effect; % is set by controls: 0 for no effect and ±100 for the full control effect; nearly all actives have a fitted effect of over 50% in size
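Glycolytic pyruvate kinase of T. brucei was incubated with substrate, test compound and 130 uM ADP for 45 minutes at room temperature. Luminescent Kinase-Glo Plus signal was measured after 10 minutes.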
Pf growth 48h: P. falciparum growth inhibition at 48 hours (one generation); P. falciparum luciferase growth in erythrocytes, 48 h; Potency, µM (doses to about 28.7 µM), for inactives: at the top dose activity change, negative = inhibition, actives largely listed as inhibitors; 310,000 tested, 5.9% active; AID 504832; note: potency is the fitted concentration of half-maximal effect; % is set by controls: 0 for no effect and ±100 for the full control effect
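Erythrocytes infected with P. falciparum carrying an integrated firefly luciferase reporter (2% hematocrit, 0.1% parasitemia final) were exposed to compounds in RPMI 1640 with 0.5% Albumax at 37 C, 5% CO2. Growth inhibition was scored as reduced luminescence.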
Pf growth 96h: P. falciparum growth inhibition at 96 hours. Potency, µM (highest dose often 28.7 µM), inactives show top-dose activity change, negative = inhibition, usual class: inhibitors. 320,000 tested, 6.9% active. P. falciparum luciferase reporter growth, 96 h. AID 504834; note: potency is the fitted concentration of half-maximal effect; % is set by controls: 0 for no effect and ±100 for the full control effect
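Compounds incubated with erythrocytes infected by luciferase-expressing P. falciparum (2% hematocrit, 0.05% parasitemia final) for 96 hours, 37 C in 5% CO2. Growth inhibition scored as decreased luciferase luminescence.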
LmPK inh: inhibitors of Leishmania mexicana pyruvate kinase | Q27686 | purified LmPK, Kinase-Glo ATP luminescence, 1 h | Potency, µM (series often up to 57.5 µM), without a hit: at the top dose activity change, negative = inhibition, most hits filed as inhibitors | 290,000 tested, 0.37% active; note: potency is the fitted concentration of half-maximal effect; % is set by controls: 0 for no effect and ±100 for the full control effect
Target sequence (Q27686 whole entry, looked up): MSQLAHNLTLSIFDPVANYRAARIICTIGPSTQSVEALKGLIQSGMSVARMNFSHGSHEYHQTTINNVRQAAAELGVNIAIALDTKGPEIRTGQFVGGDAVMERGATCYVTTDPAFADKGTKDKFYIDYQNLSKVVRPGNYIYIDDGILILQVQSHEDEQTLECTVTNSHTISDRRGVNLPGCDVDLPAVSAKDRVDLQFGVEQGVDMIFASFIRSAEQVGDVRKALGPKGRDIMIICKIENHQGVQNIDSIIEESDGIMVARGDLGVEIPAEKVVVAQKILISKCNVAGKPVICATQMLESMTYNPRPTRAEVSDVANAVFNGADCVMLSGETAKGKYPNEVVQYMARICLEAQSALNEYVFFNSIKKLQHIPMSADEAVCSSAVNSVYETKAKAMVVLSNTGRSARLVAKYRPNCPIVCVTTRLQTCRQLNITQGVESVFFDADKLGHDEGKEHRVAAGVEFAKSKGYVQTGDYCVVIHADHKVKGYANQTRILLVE
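Pyruvate kinase activity monitored as ATP production (luciferase luminescence). Conditions: 0.1 nM enzyme, 0.5 mM PEP, 0.1 mM ADP, 1 h, RT; normalized against uninhibited and no-enzyme wells.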
Shiga toxin inh: blocks Shiga toxin action in Vero cells | inhibition, % at 38.7 µM | Vero cells, Shiga toxin protein synthesis inhibition reporter | 290,000 tested, 9.2% active; in the data active = inhibition mostly above about 28%, no sharp cut-off; inactive = mostly below about 43%; note: 0% is about no effect
AMA1 RON2 block: disrupts binding of P. falciparum AMA1 to RON2; AlphaScreen AMA1-biotinylated RON2 peptide binding; Potency, µM (top dose mostly 58.2 µM), inactives show at the highest dose activity change, negative = inhibition, actives largely listed as inhibitors; 360,000 tested, 0.2% active; AID 720542;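 note: potency is the fitted concentration of half-maximal effect; 0% = vehicle wells and -100% = peptide control; nearly all actives have a fitted effect of over 45% in size; some results filed as inactive show a strong effect at the top dose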
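AMA1 (3D7) with his tag at 25 nM final met compounds first, then biotinylated RON2 peptide at 25 nM; detection used donor plus acceptor beads, 10 µg/mL apiece, read by AlphaScreen after 30 min at room temperature.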
Active calls of the source: *; ? = inconclusive; / = no result given; & = joins results of further samples; [ ] = another dose, or the depositor's remark. Unless noted, calls come from the whole dose curve; as a rule, active = well fitted curve in the direction sought with a large enough effect; inconclusive = small, poorly fitted or top-dose-only effect, or another doubt; inactive = no such curve, though single readings can be large; an effect the other way counts as inactive or inconclusive.

No.	Molecule	CHX counter	TbPYK inhibitor	Pf growth 48h	Pf growth 96h	LmPK inh	Shiga toxin inh	AMA1 RON2 block
1	O=C(CN(Cc1ccco1)S(=O)(=O)c1ccccc1)N/N=C/c1cccc(O)c1	-3	-7%	-29%	-23%	1%	48*	-1%
2	Cc1ccc(C)c(OCCn2cc(/C=C(/C#N)C(=O)NCC3CCCO3)c3ccccc32)c1 (centres undefined)	-3	-6%	2.1µM*	45%[activator]	1%	-11	-7%
3	COc1ccc(O)c(N)c1	16	/	32%[activator]	-107%	?	24	/
4	CCCCNC(=O)CNC(=S)N(CCCN1CCOCC1)Cc1cccs1	0	4%	-15%	0%	-1%	-8	-10%
5	Fc1ccc(C(c2nnnn2Cc2cccs2)N2CCN(C3CCCC3)CC2)cc1 (centres undefined)	-2	-47%	?	/	2%	-10	18%
6	O=C(O)c1cc(-c2ccccc2)nc2ccccc12	-1&4	9%	1%&-15%	?	-1%&-6%	-3&-5	2%
7	O=C(COc1ccc(Br)cc1)Nc1ccccc1N1CCCC1	-5	-1%	-29%[5.75 µM]	?	6%	3	-16%
8	CCOc1ccc(C(=O)Nc2ccccc2NC(C)=O)cc1OCC	-3	-2%	3%	16%	-5%	2	-1%
9	COc1ccc(OC)c(/C=C2\S/C(=N/NC(=O)c3ccc4ccccc4c3)NC2=O)c1	1	-5%	7%	6.6µM*	1%	-6	95%[activator]
10	CCN(C(C)=O)c1nnc(CSc2nc3ccccc3s2)s1	25*	?	140%[activator]	63%[activator]	-10%	157*	13%
11	Cn1nc(C(=O)NCc2ccccc2)c2c1-c1ccccc1S(=O)(=O)C2	15	1%&-8%	0%	79%[activator]	5%	-3	-1%
12	CC(C)C(NC(=O)c1ccccc1Br)c1ccccc1 (centres undefined)	-3	-2%	7%	?	-1%	-14	3%
13	CCN(CC)CCN(C(=O)CCS(=O)(=O)c1ccccc1)c1nc2cc3c(cc2s1)OCO3	-1	0%	-2%	23%	-3%	-3	0%
14	CC(=O)Nc1ccc(SCC(=O)Nc2cc(C(C)(C)C)nn2-c2ccccc2)cc1	3	1%	-23%	-22%	4%	31	-14%
15	Cc1ccc(C(=O)N2CCCC(N3CCN(c4ccccc4C)CC3)C2)c(=O)[nH]1 (centres undefined)	7	4%	-8%	0%	6%	-11	-6%
16	CCn1c(Oc2ccccc2)nc2c1c(=O)n(C)c(=O)n2C	-2	6%	31%	-24%	4%	/	-5%
17	O=C(NCCCN1CCCCC1)c1ccc2c(c1)NC(=O)c1ccccc1S2	-2	-2%	?	?	-4%	-8	-10%
18	CCOC(=O)Cc1[nH]nc2c1C(c1cccc(OC)c1OC)C(C#N)=C(N)O2 (centres undefined)	-4	-4%	-1%	3%	0%	-6	48%[activator]
19	Cc1cn2c(nc(=O)c3cccnc32)s1	-3	-8%	22%	20%	-2%	8	-5%
20	CCN1CCN(CCCNC(=O)CNC(=O)c2nn(-c3ccc(OC)cc3OC)c(=O)c3ccccc23)CC1	-3	0%	0%	?	5%	5	-10%
21	O=C(Nc1ccc(OC(F)F)cc1)Nc1cccc(C(F)(F)F)c1	12*	5%	/	5.2µM*	5%	-1	5%
22	CC(C)(C)c1ccc(NC(=O)COc2ccc(-n3ccnc3)cc2)cc1	36*	-13%	?	/	-1%	49*	-14%
23	Cc1nn(C(=O)c2nn(C)cc2[N+](=O)[O-])c(C)c1Br	-5	1%	21%	-3%	-9%	2	13%
24	COc1ccc(CCNC(=O)c2cc(-c3ccccc3O)n[nH]2)cc1OC	5	/	13µM*	3%[5.75 µM]	2%	3	14%
25	OC1CNCc2cc3c(cc21)OCCO3 (centres undefined)	-3	/	8%	68%[activator]	3%	-13	/
26	Cc1cccnc1NC(=O)CCc1c[nH]c2ccccc12	4	0%	?	-19%	-1%	10	0%
27	Cc1ccc(C(=O)Nc2ccc(F)cc2)o1	20	-10%	34%[activator]	71%[activator]	-23%	32*	4%
28	O=C(CSc1nnc(-c2ccncc2)n1CC1CCCO1)Nc1cccc(O)c1 (centres undefined)	5	1%	/	?	4%	-18	-4%
29	COc1cc(/C=C/C(=O)OCC(=O)c2c(N)n(C)c(=O)n(C)c2=O)ccc1OCC#N	-2	-3%	-28%	?	-1%	47	-8%
30	FC(F)Oc1ccccc1/C=N/Nc1nc2ccccc2o1	44*	-11%	77%[activator]	130%[activator]	-3%	74*	23%
31	COc1ccc(NS(=O)(=O)c2cc(NC(=O)c3ccc(=O)[nH]n3)ccc2C)cc1	/	4%	?	?	/	/	-12%
32	Cc1cc(C)n(Cc2ccc(NC(=O)c3ccc(COc4ccccc4Br)cc3)cc2)n1	0	0%	?	?	4%	-11	-5%
33	CCOc1ccc(NC(=O)CSc2nnc(C(C)C)n2CC)cc1	-4	4%	?	-84%	0%	-4	8%
34	Cc1ccc(S(=O)(=O)N(C)CCCC(=O)N2CCOCC2)cc1	10	-9%	4%	/	-2%	14	0%
35	COc1ccccc1C1/C(=C(\O)c2ccc3c(c2)OCCO3)C(=O)C(=O)N1Cc1cccnc1 (centres undefined)	13	1%	17%	8%	4%	-3	0%
36	Cc1ccc(NC(=O)CC2=NC(=O)C(CC(=O)Nc3ccccc3C)S2)cc1 (centres undefined)	-1	2%	-19%[5.75 µM]	-20%[5.75 µM]	5%	0	-18%
37	CC1Cc2cc(S(=O)(=O)N3CCC(C(=O)N4CCCCC4)CC3)ccc2N1C(=O)C1CC1 (centres undefined)	11	3%	?	?	6%	1	0%
38	COC(=O)c1cc(=O)n2c(-c3ccccc3)csc2n1	-4	2%	7%	?	1%	13	29%
39	CCOc1ccc(C(=O)NCC2CCCN2S(=O)(=O)c2cccs2)cc1 (centres undefined)	/	0%	?	?	/	/	7%
40	O=C(Nc1ccccn1)C1(c2cccs2)CCOCC1	-3	1%	-4%	-24%	-4%	-6	-1%
41	COc1ccc(OC(=O)COc2cc(C)ccc2C)cc1	-2	-12%	6%	-21%	-2%	-4	28%
42	CCC(C)(C(=O)NC1CCCCC1)N(Cc1cccs1)C(=O)Cc1cccs1 (centres undefined)	-2	-8%	/	/	2%	-4	-6%
43	O=C(Cc1ccc(F)cc1)N/N=C/c1ccccn1	2	1%	14%	?	-3%	-7	105%[activator]
44	COc1ccc(C(=O)Nc2ccncc2)cc1S(=O)(=O)N1CCOCC1	/	5%	?	69%[activator]	/	/	1%
45	CC(=O)c1ccc(NC(=O)CN2C(=O)NC(C)(C3CCCCC3)C2=O)cc1 (centres undefined)	/	-4%	2%	4%	/	/	-6%
46	CCS(=O)(=O)N1CCCC(C(=O)NC2CCCCC2C)C1 (centres undefined)	-4	-12%	1%	?	-3%	-11	-15%
47	Oc1cc(NCCc2cccnc2)cc2cccnc12	/	-1%	12µM*	8.3µM*	/	/	/
48	COc1ccc(OC)c(C(c2nnnn2CCc2ccccc2)N2CCC(C(N)=O)CC2)c1 (centres undefined)	-4	2%	-19%	72%[activator]	0%	-13	7%
49	COCCNC(=O)C(c1ccc(F)cc1)N(C(=O)CCC(=O)Nc1nccs1)c1ccc(C)cc1 (centres undefined)	0	-6%	?	32%[activator]	1%	1	36%[activator]
50	Clc1ccc(Nc2nc(-c3cccnc3)cs2)cc1	41*	-8%	/	10%	2%	119*	-1%
51	Cc1ccc2ccccc2c1NC(=O)c1ccco1	-2	-1%	3%[0.00184 µM]	24%	-1%	-7	-5%
52	O=C(NCC1CCCO1)C(C(=O)c1ccccc1)n1ccccc1=O (centres undefined)	-5	16%	20%	?	-3%	-9	-10%
53	N#CCC(=O)N/N=C/c1cn(Cc2ccccc2C#N)c2ccccc12	-1	-10%	-2%	-1%	-3%	-8	0%
54	C(=N\N1CCN(Cc2cccc3ccccc23)CC1)/c1ccco1	9	-3%	/	112%[activator]	9%	-8	?
55	COc1ccc(-c2c(C)c3cc(O)ccc3oc2=O)cc1OC	-4	3%	0%	?	4%	-9	26%
56	O=C(Nc1cccc(S(=O)(=O)N2CCCCC2)c1)c1ccc(OCC2CCCO2)cc1 (centres undefined)	6	-2%	?	?	0%[11.5 µM]	45	-23%
57	Cc1ccc(NC(=O)c2cc3c(CO)cnc(C)c3oc2=Nc2cccc(C(N)=O)c2)cc1	-3	6%	2%	19%	9%	-12	-3%
58	CC(C)Oc1ccc(C(=O)Nc2ccccc2N2CCOCC2)cc1	-2	-21%	?	187%[activator]	0%	19	11%
59	Oc1ccc(N=Nc2nccs2)c(O)c1	38*	-13%	9.3µM*	12µM*	25µM*	58*	-12%
60	COc1ccccc1CNC(=O)C1CCN(S(=O)(=O)N2CC(C)CC(C)C2)CC1 (centres undefined)	1	-1%	-2%	?	5%	10	-2%

4 compounds from above, reduced to AMA1 RON2 block, Pf growth 48h and Pf growth 96h:
entry | SMILES | AMA1 RON2 block | Pf growth 48h | Pf growth 96h
60 | COc1ccccc1CNC(=O)C1CCN(S(=O)(=O)N2CC(C)CC(C)C2)CC1 (centres undefined) | -2% | -2% | ?
54 | C(=N\N1CCN(Cc2cccc3ccccc23)CC1)/c1ccco1 | ? | / | 112%[activator]
55 | COc1ccc(-c2c(C)c3cc(O)ccc3oc2=O)cc1OC | 26% | 0% | ?
56 | O=C(Nc1cccc(S(=O)(=O)N2CCCCC2)c1)c1ccc(OCC2CCCO2)cc1 (centres undefined) | -23% | ? | ?

(continued)
No.	Molecule	CHX counter	TbPYK inhibitor	Pf growth 48h	Pf growth 96h	LmPK inh	Shiga toxin inh	AMA1 RON2 block
61	CCCCNC(=O)c1cc2nc(-c3ccccc3)cc(C(F)(F)F)n2n1	-1	0%	-22%	?	-3%	5	-10%
62	O=C(Cn1c(=O)oc2cc(S(=O)(=O)N3CCCC3)ccc21)N1CCc2ccccc2C1	-2	-3%	/	-12%	10%	13	-10%
63	C#CCOC(=O)Nc1ccc(=O)n(Cc2c(Cl)cccc2Cl)c1	-4	/	-28%	64%[activator]	-3%	8	-5%
64	COc1cc(CN2CCC(C(=O)NC3CCCC3)CC2)ccc1O	-3	6%	8%	?	-8%	-6	-5%
65	O=C(N/N=C/c1sc(N2CCCCC2)nc1-c1cccs1)c1cccnc1	21*	-4%	3.3µM*	2.1µM*	0%	-10	8%
66	CNC[C@H](O)c1ccc(OC(=O)C(C)(C)C)c(OC(=O)C(C)(C)C)c1	/	2%[33.2 µM]	?	3.2µM*	/	/	/
67	Cc1ccccc1-c1noc(CCC(=O)NCCc2ccccc2)n1	3	3%	-5%	30%	1%	-7	1%
68	COc1ccc(N(CC(=O)Nc2c(C)n(C)n(-c3ccccc3)c2=O)S(=O)(=O)c2ccccc2)cc1OC	-1	12%	-3%	-23%	-4%	7	-4%
69	COc1ccc(OC)c(NC2c3ccccc3C(=O)N2c2cccnc2)c1 (centres undefined)	1	?	/	18%	2%	-1	0%
70	COC(=O)c1ccccc1NS(=O)(=O)c1c(C)noc1C	0	-2%	118%[activator]	13%	-4%	-4	-8%
71	Cc1cc(C)c(S(=O)(=O)NCCn2c(C)cc3ccccc32)c(C)c1	-5	2%	?	-87%	2%	-5	-20%

High-throughput results: PubChem BioAssay, National Center for Advancing Translational Sciences (NCATS)
